MT1-MMP txn act = activates MT1-MMP transcription; AID 750; HT1080 MT1-MMP promoter luciferase reporter, luminescence, overnight; active compounds read high; activation factor at 10 µM; 86,000 tested, 0.16% active;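 active = activation factor of at least 2 for MT1-MMP transcription at 10 µM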
Pyk2 oligo antag = Pyk2 (human) oligomerization antagonism. Q293 cells, Pyk2 FERM NanoBiT luminescence; active compounds read low. z-score (the deposit names both 25 µM and 10 µM). 99,000 tested, 0.83% active;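 active = Z-score of -3 or lower, scaled per plate to the spread of control and sample wells; inactive = z-score above -3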;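 note: negative z-score means lost luminescence so less FERM oligomerization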
Target sequence (Q14289 whole entry, looked up): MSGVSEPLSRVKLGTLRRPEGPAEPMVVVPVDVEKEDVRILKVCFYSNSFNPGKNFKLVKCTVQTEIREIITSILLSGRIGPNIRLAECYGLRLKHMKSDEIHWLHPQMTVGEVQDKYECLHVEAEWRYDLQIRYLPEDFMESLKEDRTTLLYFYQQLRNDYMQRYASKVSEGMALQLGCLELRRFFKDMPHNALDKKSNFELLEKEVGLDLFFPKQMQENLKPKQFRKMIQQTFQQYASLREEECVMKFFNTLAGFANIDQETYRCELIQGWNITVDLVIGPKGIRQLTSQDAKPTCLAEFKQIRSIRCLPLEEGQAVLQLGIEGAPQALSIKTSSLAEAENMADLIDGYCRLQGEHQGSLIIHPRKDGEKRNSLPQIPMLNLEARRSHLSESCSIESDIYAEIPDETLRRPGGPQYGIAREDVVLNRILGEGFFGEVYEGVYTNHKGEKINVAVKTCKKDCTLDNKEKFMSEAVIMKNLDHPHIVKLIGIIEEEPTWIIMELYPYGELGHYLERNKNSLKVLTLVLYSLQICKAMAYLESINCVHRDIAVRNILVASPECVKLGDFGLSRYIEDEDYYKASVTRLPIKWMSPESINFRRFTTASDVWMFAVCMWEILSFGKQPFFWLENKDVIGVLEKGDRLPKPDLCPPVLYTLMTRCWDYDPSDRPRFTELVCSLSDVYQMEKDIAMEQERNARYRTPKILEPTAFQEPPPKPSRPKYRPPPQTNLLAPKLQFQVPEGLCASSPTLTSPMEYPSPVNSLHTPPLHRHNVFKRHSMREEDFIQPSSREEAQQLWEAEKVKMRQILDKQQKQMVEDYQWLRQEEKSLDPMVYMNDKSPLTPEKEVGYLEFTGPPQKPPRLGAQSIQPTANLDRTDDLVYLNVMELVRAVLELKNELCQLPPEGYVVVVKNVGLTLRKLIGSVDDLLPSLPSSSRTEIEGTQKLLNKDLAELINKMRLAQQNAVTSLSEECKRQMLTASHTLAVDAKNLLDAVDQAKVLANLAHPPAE
* = called active by the depositor.

MT1-MMP txn act,Pyk2 oligo antag,SMILES
1.2,-2.2,c1ccc(CSc2nnc(-c3cccs3)n2Cc2ccco2)cc1
1.1,-0.08,CCn1c(=O)n(CCOC)c(=O)c2c3c(sc21)CCCC3
1.2,-0.22,COCCNC(=O)C(c1cccs1)N(Cc1cccs1)C(=O)Cn1nnc2ccccc21 (centres undefined)
1.2,-1.2,c1ccc(Cn2nnc3c(N4CCC5(CC4)OCCO5)ncnc32)cc1
1,0.02,Cc1ccc(S(=O)(=O)N2CCN=C2c2ccccc2)cc1C
1.3,-0.7,CCOC(=O)CSc1nc2ccc(NC(=O)CSc3nnnn3Cc3ccccc3)cc2s1
1.1,0.68,CC(=O)c1coc2ccc(OCC(=O)O)cc12
1.1,-0.46,COc1ccc(C2(C(=O)Nc3cc(C)on3)CCOCC2)cc1
1,-0.03,O=C(Cn1nnc(-c2ccc(OCc3ccccc3F)cc2)n1)N1CCOCC1
1.1,0.15,CC(C)(C)NC(=O)COC(=O)c1ccc(O)cc1
1.5,0.35,CCOC(=O)c1cccc(Nc2ncnc3ccccc23)c1
1,-0.34,O=C1c2ccccc2CC1(Cc1ccccc1)Cc1ccccc1
1.9,-0.41,COCc1nc(-c2ccc(-c3ccccc3)nc2OC)no1
1.3,0.36,CC(=O)/C(C#N)=C1\NC(=O)C(Cc2ccccc2)S1 (centres undefined)
1.5,-0.65,O=C(Nc1nc(COc2ccccc2)cs1)C1CCC1
1.2,0.47,C=CCNc1nc(-c2c(C)nc3sccn23)cs1
1.1,0.5,CC(=O)c1cc(F)c(N2CCCCCC2)cc1C
1.2,1.7,Cc1cc(C)c2c(=O)[nH]c(SCC(=O)NCCc3ccccc3)nc2n1
1.2,0.66,CCN1C(=O)/C(=C2\C=Cc3cc(C)ccc3N2CC)OC1=S
1.2,-1,CN(C)S(=O)(=O)N(CC(=O)Nc1ccccc1)c1ccccc1
1.4,-0.01,CC1CC(Nc2ccccc2)c2ccccc2N1C(=O)c1cccnc1 (centres undefined)
1,-0.51,O=C(CCc1nc2ccccc2[nH]c1=O)OCC(=O)c1ccc(Cl)cc1
1,0.01,Fc1ccccc1-c1nc(-c2ccccc2)no1
1,-0.63,O=C(CN1C(=O)CC(c2ccccc2)=Nc2ccccc21)NCc1ccccc1
0.9,-0.02,Cc1nc2ccccc2n1C(=O)N1CCOCC1
1.3,-0.37,CC(C)Oc1ccc(Cn2c(-c3ccco3)n[nH]c2=S)cc1
1,0.35,Cn1cnc(S(=O)(=O)NCc2cccs2)c1
1.1,0.46,COc1ccccc1N1C(=O)CC(Sc2ncccc2C(=O)O)C1=O (centres undefined)
1.2,-1.7,Cc1cc(C)cc(-n2nnc(C(=O)NCc3ccc4c(c3)OCO4)c2N)c1
1.1,0.1,COc1cccc(-n2c(SC3CCOC3=O)nc3ccccc3c2=O)c1 (centres undefined)
1.2,2.1,COC(=O)C(OC(=O)c1ccc(OC)cc1)C(=O)OC
1.1,-0.99,CCCCn1c(CCC)nc([N+](=O)[O-])c1Sc1ccc(Cl)cn1
0.9,-0.59,NC(=O)CSCc1cccc(Br)c1
1.3,-1.1,S=C(NC1CCCCC1)N(CCc1nc2ccccc2[nH]1)C1CCCC1
1.3,-0.68,COc1ccc(-n2nnnc2SCC(=O)c2ccc3c(c2)OCCO3)cc1
1,-0.06,Cc1cccc(C)c1NC(=O)c1cc(S(=O)(=O)N2CCOCC2)ccc1F
1.2,-0.21,CC1(C)CC(=O)c2sc(NC(=O)Cc3cccs3)nc2C1
1,-0.74,CCCS(=O)(=O)c1c(S(=O)(=O)CCC)c2c(N)cccn2c1C(=O)c1ccc(Br)cc1
1.2,0.04,COCCNc1nc(SCC(=O)N2CCN(c3ccccc3)CC2)nc2ccccc12
1.1,-0.54,CC(C)(C)c1cc(NC(=O)CCSc2nnc3ccccn23)cc(C(C)(C)C)c1
1.2,-0.2,CCOc1ccc(Cn2c(O)cc(=O)[nH]c2=O)cc1
1.1,1.4,CN(C1CCCCC1)S(=O)(=O)c1ccc(NC(=O)CCC(=O)O)cc1
1.6,-1.1,COc1ccccc1-c1nnc(-c2ccc(N3CCOCC3)cc2)o1
1.2,-0.49,N#CC(C#N)=C1CCc2ccccc2N1
1.2,-1.1,CC1CCCCN1c1nc2nonc2nc1N1CCCCC1C (centres undefined)
1.3,0.63,Cc1sc2nc3n(c(=O)c2c1C)CCCCC3
1.2,-1.1,Cc1nc(N2CCC(C)CC2)c2nnn(Cc3ccccc3)c2n1
1.3,0.19,O=C(CSc1nnc(Cc2ccccc2)n1Cc1ccccc1)NCc1ccco1
1.3,-0.16,COC(=O)NC1CCS(=O)(=O)C1 (centres undefined)
1.1,0.31,Cc1cc(N2CCc3ccccc32)n2ncnc2n1

Next entries
MT1-MMP txn act,Pyk2 oligo antag,SMILES
1,-3,c1ccc(-c2csc3nnc(SCc4ccc5c(c4)OCCO5)n23)cc1
1.1,-1,CCOC(=O)c1cnc(SCC(=O)Nc2ccccc2C(=O)OC)nc1N
1.1,0.21,CCN(CC)S(=O)(=O)c1csc(C(=O)OCC(=O)c2ccccc2)c1
1.3,-0.05,Cn1c(=O)c2c(nc(N3CCN(Cc4ccccc4)CC3)n2CC(=O)c2ccccc2)n(C)c1=O
1.2,0.69,OCCNc1nc(N2CCCC2)nc(N2CCCC2)n1
1.2,0.18,CC(C)=CCCC(C)N(C=O)C(C)CCC=C(C)C (centres undefined)
1.4,-0.57,O=S(=O)(c1ccc(Cl)cc1)N1CCC(n2cnc3cc(C(F)(F)F)ccc32)CC1
1.2,-0.15,Cc1c(C(=O)OC(C)C)nnn1-c1nonc1N
1,-0.07,O=C(Nc1ccccc1)NC1CCS(=O)(=O)C1 (centres undefined)
1.1,0.19,C=C(C)Cn1c(CCCNC(=O)C(C)(C)C)nc2ccccc21
1.2,-2.3,Fc1cccc(-n2ncc(-c3nnnn3-c3ccccc3)c2C(F)(F)F)c1
0.9,1.2,FC(F)(F)c1ccc(N2CCN(c3ncnc4c3nnn4Cc3ccccc3Cl)CC2)cc1
1.1,0.47,CN(C)C(=O)CSc1nnc(-c2cnccn2)n1C
1.3,0.24,O=C1NC(=O)C(Nc2cccc3ccccc23)S1 (centres undefined)
1.4,1.4,CCCCOc1ccc(S(=O)(=O)NC(=O)NCc2ccc(OCCC)cc2)cc1
1.2,-0.91,CCOc1ccc(NS(=O)(=O)c2ccc(SC)cc2)cc1
1.2,0.34,O=C(Cn1cnc2c(nnn2Cc2ccc(F)cc2)c1=O)N1CCCc2ccccc21
1.1,-0.36,CN1CCN(CC(O)COc2ccc(OCC(O)CN3CCN(C)CC3)cc2)CC1 (centres undefined)
1.1,-0.41,O=C(NCCCN1CCCC1=O)c1ccc2c(=O)n(Cc3ccco3)c(=S)[nH]c2c1
1.2,-1.1,Cn1c(=O)c2c(nc(SCC(=O)NCc3ccc4c(c3)OCO4)n2Cc2ccc(F)cc2)n(C)c1=O
1.1,-1.8,COc1cccc(-n2c(SCC(=O)Nc3nccs3)nnc2-c2ccoc2C)c1
1.1,-0.74,Cc1cc(=O)n2nc(N3CCCC(C(=O)N4CCN(C)CC4)C3)sc2n1 (centres undefined)
1.1,0.26,O=C(CSc1nc(-c2ccccc2)cs1)NC(=O)NCc1ccco1
1.2,-0.72,CCn1c(SCC(=O)Nc2ccc(C)cc2)nnc1-c1ccc(O)cc1
0.9,0.97,COc1ccc(CNc2nc3nc(C)c(Cl)c(C)n3n2)cc1OC
1.1,-0.42,Cc1onc(-c2ccccc2)c1C(=O)N1CCC(C)CC1
1.3,-0.72,CCOC(=O)N1CCN(C(=O)CSCC(=O)Nc2nc(-c3cccs3)cs2)CC1
1.1,-0.25,Cn1c(=O)c2c(nc(OC/C=C/c3ccccc3)n2C)n(C)c1=O
1.7,-1.3,COc1ccc(Nc2nc(CC(C)=O)ns2)cc1
1,0.34,Cc1cc(C)n2c(SCC(=O)Nc3cc(C)on3)nnc2n1
1.1,0.05,O=C1c2ccccc2C(=O)N1CCSc1ncn[nH]1
1.2,-0.47,CCn1c(SCC(=O)NCc2ccc3c(c2)OCO3)nnc1-c1c[nH]c2ccccc12
1.2,1,COCCCn1c(SCC(=O)N2CCc3ccccc32)nnc1-c1ccco1
1.3,0.24,COc1cc(NC(=O)c2ncn[nH]2)cc(OC)c1OC
1.2,0.9,COc1ccc(CNCCNC(=O)c2nonc2N)cc1OC
1.1,0.4,COc1ccc(C2NCCn3cccc32)cc1 (centres undefined)
1.2,-2,COc1ccccc1NC(=O)NC1(C(=O)N2CCCCCC2)CCCCC1
1.2,0.14,O=C(Nc1cccnc1)c1cccnc1Cl
1.8,-0.12,COc1cccc(NC(=O)COc2ccc(C)cc2)c1
0.8,-0.61,Cc1cccn2cc(CNC(=O)C3CCCCC3)nc12
1.2,-0.26,CN1C(=O)C(O)(CC(=O)c2cccnc2)c2ccccc21 (centres undefined)
1.2,-0.39,c1cnc2ccc(C(c3nnnn3C3CCCC3)N3CCSCC3)cc2c1 (centres undefined)
1.3,0.75,CC(=O)NCCc1csc(-c2ccccc2)n1
1,-0.72,CCC(Sc1nc2n[nH]c(C)c2c(=N)n1-c1cc(Cl)ccc1C)C(=O)N1CCOCC1 (centres undefined)
1.3,1.2,CCCCCCSC1=C(C#N)C(=O)NC2(CCCCC2)S1
1.5,-0.89,Clc1cc(Cl)c2nc(N3CCCC3)sc2c1
1.1,0.67,CCOc1cc(CNn2nnnc2N)ccc1OCC(=O)NC(C)(C)C
1,0.01,O=C(CCC(=O)Nc1ccccc1)NCCO
0.9,-0.2,COCCn1c(=O)[nH]c2cc(C(=O)NCCN3CCN(c4cccc(Cl)c4)CC3)ccc2c1=O
0.7,-1.9,Cc1cc(Nc2ccccc2)n(C(=O)c2ccc(N)cc2)n1

Entries of single compounds from above. Order of screens: MT1-MMP txn act, Pyk2 oligo antag
CCOC(=O)N1CCN(C(=O)CSCC(=O)Nc2nc(-c3cccs3)cs2)CC1 across the screens: 1.3, -0.72
CCn1c(SCC(=O)NCc2ccc3c(c2)OCO3)nnc1-c1c[nH]c2ccccc12 across the screens: 1.2, -0.47
COc1ccc(CNCCNC(=O)c2nonc2N)cc1OC across the screens: 1.2, 0.9
CC(=O)NCCc1csc(-c2ccccc2)n1 across the screens: 1.3, 0.75
CCOc1cc(CNn2nnnc2N)ccc1OCC(=O)NC(C)(C)C across the screens: 1.1, 0.67

Next section.
MT1-MMP txn act,Pyk2 oligo antag,SMILES
1.3,1.3,Cc1cccc(C)c1NC(=O)NC1(C(=O)NCCCN2CCOCC2)CCCCC1
1.2,1.2,COc1cc(C(=O)N2CCC(n3c(C)nc4cc(F)ccc43)CC2)cc(OC)c1OC
1.1,0.25,Cc1cc(C)c2c(n1)nn1c(NCCCN3CCOCC3)cc(C)nc21
1.2,0.57,Nc1c(S(=O)(=O)c2ccccc2)nnn1-c1ccccc1
1.1,-1.1,CCC(=O)N1CCc2cc(Br)cc(S(=O)(=O)N3CCCCCC3)c21
1,2.2,CC1(C)Cc2cccc(OCC(=O)O)c2O1
1.2,2.3,CCOc1ccccc1NC(=O)C1CCN(C(=O)NCc2ccccc2)CC1
1.1,0.56,Cc1ccc(NC(=O)N2CCCC2C(=O)NCc2cccs2)cc1 (centres undefined)
1.5,1.7,C=CCN1C(=O)S/C(=C/c2ccsc2)C1=O
1.1,1.1,CCOC(=O)c1ccc(NC(=O)CSc2nnc(C3CCCCC3)n2C)cc1
1.2,0.64,C=CCSc1nc2ccccc2n1S(=O)(=O)c1ccc(C)cc1
1.1,0.05,Cc1cc(C)nc(N(C#N)CC(=O)N2CCC(C(N)=O)CC2)n1
1.3,-0.46,O=C(CN1CCN(c2ncccn2)CC1)N1CCCc2c1c(=O)oc1ccc(O)cc21
1.2,0.92,O=C(O)c1cn(-c2ccccc2)nc1C(=O)O
1.1,-0.02,O=C(CSc1nc(O)c(C2CCCCC2)c(=O)[nH]1)NCC1CCCO1 (centres undefined)
1.3,-0.09,Cc1cc(Br)cc2c1NC(=O)C2(c1c(C)n(C)n(-c2ccccc2)c1=O)c1c(C)n(C)n(-c2ccccc2)c1=O
1.1,-0.52,COc1ccc(CNCCCO)cc1OC
1.2,0.4,COc1ccc(NC(=O)CNS(=O)(=O)c2ccc(Cl)cc2)cc1
1.4,0.46,CCN(CC)CCn1c(NCc2cc(OC)ccc2OC)nc2ccccc21
1.1,-0.14,CCOC(=O)C1=C(C)C(c2ccc(OC)cc2OC)NC(=O)N1 (centres undefined)
1.3,0.14,Cc1ccc(NC2=C(Cl)C(=O)OC2NC(=O)c2ccccc2)cc1 (centres undefined)
1.9,0.95,COc1ccc2cc(-c3nc4ccccc4n3C)c(=O)oc2c1
1.2,-0.03,COC(=O)c1ccc(C(=O)OC)c(NC(=O)CSc2nnc(-c3ccccc3Cl)o2)c1
1.6,-1.3,Cc1ccc2c(c1)NC(=O)CC(c1ccccc1)=N2
1.2,2.4,N#CC1=C(N)SC(C(=O)c2ccccc2)C1c1cccs1 (centres undefined)
1.2,1.1,CCOC(=O)C1CCN(C(=O)c2ccc3snnc3c2)CC1
1.2,-1.9,CC(=O)NC(c1cccc([N+](=O)[O-])c1)c1c(OC(C)=O)ccc2ccccc12 (centres undefined)
1.2,0.61,Cc1c(Cl)c(C(=O)NC2CCCC2)nn1C
1.1,3.9,CC1CCN(S(=O)(=O)c2cccc(C(=O)NCc3ccco3)c2)CC1
1.1,1.1,CC1(O)C(=O)c2ccccc2N(c2ccccc2)C1=O (centres undefined)
1.2,1.7,CC(C)CC(NC(=O)C(CC(C)C)NC(=O)OC(C)(C)C)C(N)=O (centres undefined)
1,-0.04,Cc1nnc(NC(=O)Cn2cnc3c2c(=O)n(C)c(=O)n3C)s1

Pulled one by one from above, 5 records:
MT1-MMP txn act,Pyk2 oligo antag,SMILES
1.2,1.1,CCOC(=O)C1CCN(C(=O)c2ccc3snnc3c2)CC1
1.2,-1.9,CC(=O)NC(c1cccc([N+](=O)[O-])c1)c1c(OC(C)=O)ccc2ccccc12 (centres undefined)
1.2,1.7,CC(C)CC(NC(=O)C(CC(C)C)NC(=O)OC(C)(C)C)C(N)=O (centres undefined)
1.1,1.1,CC1(O)C(=O)c2ccccc2N(c2ccccc2)C1=O (centres undefined)
1.2,0.61,Cc1c(Cl)c(C(=O)NC2CCCC2)nn1C

Compound activity (PubChem BioAssay)

Only part of the results is shown; rates above refer to the full screens.
